WT yeast gro inh – growth inhibition of WT yeast, mitochondrial fusion screen | 190,000 compounds, 2.1% hits | inhibition, % at 10 µM | mitochondrial fusion phenotypic screen, WT strain | AID 1362; in the data active = inhibition above about 58%; tested in S. cerevisiae
Lipid droplet – hepatic lipid droplet formation modulation | AML12 mouse hepatocytes, oleate lipid droplets, BODIPY imaging | 240,000 compounds, 0.4% hits | inhibition, % at 6.5 µM | AID 1656;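 active = lipid droplet intensity inhibited by at least 50%, with more than 500 cells counted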
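Test system: AML12 mouse liver cells; schedule: overnight exposure; technique: high-content imaging of BODIPY-stained droplets and DAPI nuclei; read-out: % inhibition of corrected integrated BODIPY droplet signal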
b-catenin transl – alters nuclear translocation of beta-catenin in HeLa cells. immunofluorescence imaging. nuclear translocation activity, % at 5 µM. 190,000 compounds, 0.3% hits. AID 1665;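 active = nuclear translocation activity above 50% at 5 µM, with a well cell count of 50 or more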;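 also: per-cell ratio of nuclear to cytoplasmic median beta-catenin stain intensity; plate controls were DMSO negative control for no effect and GSK-3 inhibitor IX positive control for full effect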
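Read-out: Nuclear/cytoplasmic beta-catenin signal ratio, % activation | Assay system: Human HeLa cell line | Times: 24 h compound exposure at 37°C, 5% CO2 | Signal: Fluorescence imaging of beta-catenin antibody stain plus DAPI | Dosing: 5 µM primary, 0.02–20 µM confirmation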
Ins promoter up – MIN6 insulin promoter up-regulation | MIN6 insulin promoter-GFP reporter, high-content imaging; active compounds read high | z-score at 5 µM | 190,000 compounds, 0.3% hits | AID 1625;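 active = z-score above 3 at 5 µM with at least 500 cells counted in the well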
Dynein transport – dynein cargo transport inhibition. 3617.4 mouse cells, GR-EGFP nuclear translocation imaging; test concentration mostly 20 µM; stimulated with dexamethasone, 1 µM; active compounds read low. z-score, hits read low. 220,000 compounds, 0.47% hits;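 active = plate z-score of nuclear minus cytoplasmic receptor signal below a set negative limit, without overly bright fluorescence or cell loss, cut at about -3.5 in these data, passing the limit was not always enough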;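 also: z-score of nuclear minus cytoplasmic ring GR-EGFP intensity difference per well; some compounds called inactive have numbers as strong as hits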
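Medium: Induction medium lacking tetracycline, stripped serum | Probe or stimulus: 1.0 µM final dexamethasone stimulus | Schedule: 48 h induction, then 1 h compound, then 30 min agonist, 37 °C | Signal: Automated 10x imaging of fixed Hoechst-stained cells | Evaluation: Per-cell GR-EGFP intensity, nucleus versus surrounding cytoplasmic ring, well-averaged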
MT stabilize HCS – microtubule stabilization, imaging screen | 200,000 compounds, 0.83% hits | HeLa tubulin immunostaining HCS, 24 h; share of cells brighter than vehicle mean+2SD | % tubulin-high responders, % at 10 µM;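 active = plate Z-score above 3 for both tubulin-high and condensed-nucleus cell shares, with cell loss under 80%, at 10 µM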;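 also: anti alpha tubulin signal scored within the nucleus-defined area of each cell; some results filed as inactive read as strong as hits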
Autophagy HCS – autophagy modulation, high-content screen; 190,000 compounds, 0.98% hits; calls only at 10 µM (by protocol); MEF GFP-LC3 puncta imaging; test concentration mostly 10 µM;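 active = percentage of spot-positive cells more than 3 SD above its plate mean, without a fluorescence outlier flag or 80% toxicity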;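 also: spot-positive cell cutoff set from DMSO-treated cells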
ER stress rescue – protection against thapsigargin-triggered cell killing – 384-well, CSM14.1, ATP luminescence, primary screen (AID 1222); CSM14.1 thapsigargin-induced death rescue, ATP luminescence; higher % means a stronger effect; one-dose cellular ATP content (survival), % at 20 µM; EC50 in µM for titrated hits; 190,000 tested, under 10 active;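 active = EC50 below 50 µM in the dose-response confirmation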;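 also: death triggered by thapsigargin at about 15 µM added after 2 h compound pretreatment; cell ATP read after overnight thapsigargin exposure of roughly 18 to 22 hours; normalized against plate controls of thapsigargin alone and 5% DMSO vehicle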
XIAP displacement – small molecules displacing peptide from XIAP – biochemical, IAP family, fluorescence polarization (AID 1018); XIAP BIR domain, fluorescence polarization peptide displacement; higher % means a stronger effect; displacement, % at 20 µM, or IC50 in µM where a hit was titrated; 200,000 compounds, 0.007% hits; in the data active = displacement above about 50%; also: a part of the inactive calls stands beside numbers as strong as those of hits
WT yeast gro inh mutant strain – recorded beside WT yeast gro inh, whose call it bears; inhibition, %; mitochondrial fusion phenotypic screen, mutant strain inhibition
Dynein transport cytoplasmic EGFP – further read-out of Dynein transport, marked with its call; z-score; measured here: cytoplasmic GR-EGFP intensity; active compounds read high
Dynein transport nuclear GR-EGFP – further read-out of Dynein transport, marked with its call; z-score; measured here: nuclear GR-EGFP intensity;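 lower value marks the stronger effect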
Dynein transport cell count – recorded beside Dynein transport, whose call it bears; z-score; measured here: cell count per field
Ins promoter up cell count – second read-out of Ins promoter up, no call of its own (marks repeat the call); cell count; measured here: cytotoxicity, nuclei count;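 total cells summed across four imaged fields per well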
Lipid droplet cells 6.5 µM – second read-out of Lipid droplet, no call of its own (marks repeat the call); cell count; measured here: cell count, cytotoxicity flag;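 cells counted across two imaged fields per well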
b-catenin transl cell count 5 µM – further read-out of b-catenin transl, marked with its call; cell count; measured here: cell count, cytotoxicity flag
MT stabilize HCS Hoechst-high % – further read-out of MT stabilize HCS, marked with its call; % Hoechst-high responders; measured here: nuclear condensation Hoechst responders;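 share of cells brighter than vehicle mean plus two SD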
MT stabilize HCS cytotoxicity % – second read-out of MT stabilize HCS, no call of its own (marks repeat the call); toxicity, %; measured here: cytotoxicity by cell density;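 0% = mean cell density of plate MIN control wells and 100% = no cells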
Autophagy HCS cell loss 18 h – recorded beside Autophagy HCS, whose call it bears; toxicity, %; measured here: cell loss, nuclei count;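 cell loss after 18 h compound exposure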
An asterisk follows results filed as active; i = inactive; . = not tested or not shown. Compounds as they come; overall some 4% were active at least once.

SMILES | WT yeast gro inh | WT yeast gro inh mutant strain | Lipid droplet | Lipid droplet cells 6.5 µM | b-catenin transl | b-catenin transl cell count 5 µM | Ins promoter up | Ins promoter up cell count | Dynein transport | Dynein transport cytoplasmic EGFP | Dynein transport nuclear GR-EGFP | Dynein transport cell count | MT stabilize HCS | MT stabilize HCS Hoechst-high % | MT stabilize HCS cytotoxicity % | Autophagy HCS | Autophagy HCS cell loss 18 h | ER stress rescue | XIAP displacement
Cc1csc(Sc2ccc(S(=O)(=O)N3CCCC3)cn2)n1 | -5 | 0 | 26 | 682 | -0.3 | 1147 | 0.66 | 1212 | -0.052 | -0.33 | -0.017 | -0.029 | 1.4 | 3.4 | 5.1 | i | -1 | -0.7% | -7.2%
Nc1ncnc2nc(SCc3ccc(Cl)cc3Cl)[nH]c12 | -6 | 1 | -27 | 666 | -0.1 | 1002 | 0.77 | 758 | 0.12 | -0.18 | 0.15 | 0.61 | 1.2 | 1.2 | 6.4 | i | -12 | -0.2% | -9.4%
O=C1c2ccccc2C(Nc2cccc(C(F)(F)F)c2)N1Cc1ccco1 (stereo not drawn) | 35 | 19 | . | . | . | . | -2.1 | 925 | -1.2 | 0.15 | -0.31 | 1.5 | 2.0 | 2.2 | 14 | i | 25 | -0.6% | -13%
COc1cc(S(N)(=O)=O)c(OC)cc1N | . | . | 0 | 814 | -0.4 | 1072 | -0.91 | 1387 | 2.4 | -0.06 | 1 | -2.7 | . | . | . | . | . | . | .
CC1CN(C(=O)c2cc3cc([N+](=O)[O-])ccc3s2)CC(C)O1 (stereo not drawn) | -9 | -7 | -6 | 661 | -0.7 | 1540 | 0.17 | 1499 | -1.2 | -0.21 | -1 | 0.53 | 2.2 | 1.6 | 0.0 | i | 19 | -1.1% | -4.0%
CCOC(=O)N1CCC(N2C(=O)c3ccccc3C2Nc2ccc(S(=O)(=O)N3CCOCC3)cc2)CC1 (stereo not drawn) | -1 | 1 | -20 | 734 | -1.3 | 1156 | -0.58 | 1125 | -0.15 | -0.31 | -0.035 | 0.48 | 1.7 | 1.9 | 2.9 | i | 21 | -4.0% | -3.2%
CC1(C)CN=C(N2CCN(c3ncnc4sc5c(c34)CCCC5)CC2)S1 | -3 | 10 | -15 | 688 | . | . | . | . | -0.2 | -0.23 | 0.081 | 0.45 | 1.7 | 1.8 | 9.8 | i | 12 | . | -3.4%
NC(=O)C1CCN(c2ncnc3c2c(-c2ccccc2)cn3-c2ccccc2)CC1 | 3 | 2 | . | . | . | . | -0.55 | 874 | -0.23 | -0.28 | 0.13 | 1.6 | 5.7 | 2.1 | 8.3 | i | 3 | 0.0% | -18%
Cc1cc(SCc2cc(=O)[nH]c3ccccc23)nc2ccccc12 | 8 | 2 | . | . | -2.9 | 936 | -0.19 | 1478 | 1.9 | -0.19 | 1.9 | -1.9 | 1.6 | 0.9 | 4.5 | i | -27 | -0.1% | 0.6%
CC1(OC(=O)CCc2ccccc2)C(=O)C=C2C=C(c3ccc(C#N)cc3)N(CC3CC3)C=C2C1=O (stereo not drawn) | . | . | -21 | 698 | -0.6 | 1131 | -0.44 | 1011 | -0.52 | -0.75 | -0.21 | 0.22 | . | . | . | . | . | . | .
CCCOc1ccc(C2C(C(=O)OC)=CN(CCOC)C=C2C(=O)OC)cc1 | 7 | 1 | -62 | 522 | -0.1 | 1020 | 0.55 | 1797 | 0.81 | -0.24 | 0.55 | 0.23 | 3.0 | 1.8 | 20 | i | -1 | 1.9% | -8.5%
CCN(CC(=O)Nc1c(F)cccc1F)C(=O)Cc1ccccc1 | -18 | 19 | -23 | 706 | 1.8 | 1107 | -0.02 | 1249 | -0.57 | -0.12 | 0.052 | 0.33 | 5.2 | 2.8 | 4.7 | i | -6 | . | -4.3%
COc1cccc(/C=C/C(=O)Nc2ccc3[nH]c(=O)[nH]c3c2)c1 | 2 | -3 | 5 | 678 | 2.3 | 729 | . | . | -0.43 | -0.33 | 0.44 | 0.93 | 3.0 | 1.9 | 25 | i | 0 | -1.9% | -1.1%
CNC(=S)N(Cc1ccc(OC)cc1)Cc1cc2cc(C)ccc2[nH]c1=O | -6 | 3 | -3 | 690 | -1.7 | 1011 | 0.34 | 1514 | -0.51 | -0.25 | -0.076 | 0.079 | 2.0 | 1.9 | 2.2 | i | 6 | 0.5% | -2.8%
O=C(NNC(=O)c1ccccc1Br)c1ccc(Cl)cc1 | -6 | -1 | . | . | -1.8 | 1363 | 1.3 | 1535 | 1.8 | -0.22 | 1.6 | -1.1 | 1.6 | 1.0 | 6.5 | i | 18 | 1.6% | -4.3%
NC(=O)CSc1ccc(-c2ccc(F)cc2)nn1 | 3 | 13 | 12 | 671 | -1.0 | 1097 | 0.25 | 1265 | 0.72 | -0.34 | 0.14 | -0.53 | 3.0 | 1.1 | 8.3 | i | 5 | 1.0% | -6.4%
Cc1cccc2cc(CN(Cc3ccccc3)C(=S)NCCCN(C)C)c(=O)[nH]c12 | 3 | -5 | 0 | 668 | 1.5 | 929 | -0.16 | 1354 | -0.062 | 0.98 | 0.53 | -0.93 | 2.3 | 1.5 | 11 | i | -12 | -3.2% | -4.5%
CC1(C)CC(NC(=O)c2ccccc2Cl)CC(C)(C)N1 | 9 | -2 | . | . | -2.4 | 774 | 0.31 | 1092 | 1 | -0.17 | 0.83 | -1.2 | 3.8 | 2.6 | 9.8 | i | 12 | 0.0% | -7.7%
COc1cc(NC(=O)CN2CCCCC2)c(C)cc1[N+](=O)[O-] | -7 | 12 | -3 | 667 | -0.3 | 1055 | 0.27 | 1302 | -0.71 | -0.22 | -0.55 | 0.0077 | 3.2 | 2.2 | 4.4 | i | -5 | -2.2% | -5.6%
O=C(CCS(=O)(=O)Cc1ccccc1)N1CCN(c2ccccc2)CC1 | 4 | 5 | -12 | 757 | . | . | 1.1 | 919 | 0.26 | -0.27 | 0.027 | 0.97 | 4.1 | 1.7 | 23 | i | 9 | -0.8% | -6.4%
COc1ccc(C(=O)Cc2ccc(F)cc2)c(OC)c1 | -21 | -17 | -1 | 672 | -3.0 | 969 | -0.05 | 1330 | -0.14 | -0.28 | -0.31 | 0.28 | 3.9 | 2.3 | 5.3 | i | -18 | 1.1% | -32%
COC(=O)CNC(=O)CCCCC(=O)NCC(=O)OC | -11 | -1 | . | . | -2.0 | 1360 | -0.47 | 1557 | -0.27 | -0.29 | -0.036 | 0.25 | 6.4 | 3.8 | 4.9 | i | -1 | 0.9% | -1.5%
COc1ccc(C(=O)N2CCC(n3c(C)nc4cc(F)ccc43)CC2)cc1 | -2 | -3 | 5 | 691 | -1.4 | 1061 | -0.32 | 1185 | -0.76 | -0.26 | 0.31 | -0.88 | 1.5 | 1.9 | 6.7 | i | 4 | -0.2% | -5.1%
COc1ccc(CN2C3CCCC2CC(NC(=O)Nc2ccccc2)C3)cc1 (stereo not drawn) | -8 | 5 | -6 | 744 | -2.6 | 1159 | 0.03 | 1150 | -1 | -0.26 | -1 | 0.054 | 3.3 | 1.6 | 8.7 | i | 0 | -1.2% | 1.3%
C=CCc1cc(OC)ccc1OCCOCCC(C(=O)OCC)C(=O)OCC | 0 | 1 | -12 | 655 | -0.2 | 583 | 0.52 | 1413 | 0.33 | -0.24 | -0.3 | -0.25 | 3.5 | 2.5 | 10 | i | -7 | -0.6% | 3.5%
COc1ccc(/C=N/c2oc(-c3ccccc3)cc2C#N)cc1 | 5 | -14 | 2 | 710 | 0.5 | 1033 | -0.54 | 1883 | -0.19 | -0.2 | -0.42 | -0.0098 | 1.8 | 1.7 | 11 | i | -5 | -0.8% | 0.1%
CC(=O)Nc1ccc(C(=O)CSc2nnnn2C(C)C)cc1 | 0 | 12 | . | . | -7.5 | 999 | -0.67 | 1433 | 0.12 | -0.13 | 0.38 | 0.16 | 1.9 | 2.3 | 7.1 | i | -14 | -0.5% | -2.3%
COc1cc(/C=C2\SC(c3ccc(C)cc3)=NC2=O)cc(OC)c1OC | 3 | 21 | -18 | 604 | 0.3 | 1036 | -0.1 | 1888 | 0.29 | 1.3 | 0.22 | -0.19 | 5.7 | 2.3 | 0.7 | i | 0 | 0.7% | -1.9%
COc1ccc(C(=O)NCC(=O)N/N=C/c2ccc([N+](=O)[O-])o2)cc1OC | . | . | 1 | 710 | 5.1 | 1193 | -0.6 | 748 | -4.3* | 0.52* | -1.7* | 0.93* | . | . | . | . | . | . | .
CCC(C)(C)C1CCC(=NNC(=S)Nc2cccnc2)CC1 (stereo not drawn) | -5 | 7 | 4 | 688 | -6.2 | 1129 | -0.29 | 1589 | 0.23 | -0.32 | 0.14 | 0.81 | 3.4 | 3.2 | 7.0 | i | -4 | 0.6% | 0.4%

Screening results: PubChem, several laboratories
